# mcGAS inh: cyclic GMP-AMP synthase inhibitors, mouse, primary biochemical chemiluminescence; recombinant cGAS, Kinase-Glo ATP depletion luminescence; inhibition, % at 12.5 µM; 0.15% of 160,000 active;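 also: 0% = negative control wells and 100% = reference inhibitor with no enzyme activity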
# NPYLR7 agonist: agonists of mosquito NPYLR7 receptor, primary screen, cell-based, Aedes aegypti, calcium fluorescence, mosquito biting behavior; 0.15% of 270,000 active; Aedes aegypti neuropeptide Y-like receptor 7 (NPYLR7); HEK293T NPYLR7/Galpha15, GCaMP6s calcium fluorescence; activation, % at 10 µM; AID 1259423, 2018; in the data active = activation above about 40%;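 also: 0% = vehicle and 100% = reference agonist at the receptor; some compounds past the cut are filed as inactive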
# hcGAS lum: Primary biochemical luminescence assay for human cyclic GMP-AMP synthase inhibitors | inhibition, % at 12.5 µM | Q8N884 | 0.081% of 290,000 active | recombinant h-cGAS, ATP depletion, Kinase-Glo luminescence;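 also: 0% = vehicle reaction and 100% = reaction without DNA for no activity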
# Target sequence (Q8N884 whole entry, looked up): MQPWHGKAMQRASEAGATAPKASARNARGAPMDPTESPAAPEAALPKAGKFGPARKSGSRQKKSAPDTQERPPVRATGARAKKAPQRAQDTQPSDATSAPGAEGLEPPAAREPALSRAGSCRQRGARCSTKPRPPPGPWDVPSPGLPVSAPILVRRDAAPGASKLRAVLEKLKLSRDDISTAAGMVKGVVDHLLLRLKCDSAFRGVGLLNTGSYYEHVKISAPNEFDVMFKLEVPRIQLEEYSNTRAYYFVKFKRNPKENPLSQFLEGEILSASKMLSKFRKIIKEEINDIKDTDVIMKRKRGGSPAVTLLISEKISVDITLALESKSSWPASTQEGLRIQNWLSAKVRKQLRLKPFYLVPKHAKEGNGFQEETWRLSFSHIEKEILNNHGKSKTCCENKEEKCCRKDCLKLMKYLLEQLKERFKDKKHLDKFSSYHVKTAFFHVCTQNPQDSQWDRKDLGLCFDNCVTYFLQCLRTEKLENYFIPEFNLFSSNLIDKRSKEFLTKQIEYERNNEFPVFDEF
# * = called active by the depositor; · = no result given; & = joins results of further samples. Rule as the data show it, unless noted: active = inhibition above about 40%; inactive = the rest. Outcome played no part in choosing rows; about 0.27% have a hit in one of these screens.
# Order of results: mcGAS inh	NPYLR7 agonist	hcGAS lum
CCOC(=O)CN1CCC(Cc2n[nH]c(=O)n2CC)CC1
  -9	-4	-3
Cc1ccc2c(=O)cc(C(=O)Nc3ccc(Cl)cc3)oc2c1C
  ·	-14	-9
CN(C)C(=O)CNc1ccccc1NC12CC3CC(CC(C3)C1)C2
  ·	-5	-8
Cc1ccc(NS(=O)(=O)c2ccc(C)c(N)c2)c(C)c1
  ·	6	-7
COc1ccc(CC(=O)NNC(=O)[C@@H]2CCCC[C@@H]2C(=O)O)cc1
  ·	-4	-2
COC(=O)c1ccc(COC(CN2CCN(S(=O)(=O)c3cccs3)CC2)c2ccc(Cl)cc2)cc1 (stereo not given)
  -7	·	-3
CCCNC(=O)N(CC(=O)N1CCc2sccc2C1COc1ccccc1OC)CC1CCCO1 (stereo not given)
  -3	-2	-1
COc1ccc(Cl)cc1NC(=O)CN1C(=O)c2ccccc2C1=O
  -4	-12	-2
CC(OC(=O)c1cc(=O)[nH]c2ccccc12)c1ccccc1Cl (stereo not given)
  ·	5	-3
Cc1nc2ccccc2nc1N1CCN(C(=O)c2ccc(N(C)C)cc2)CC1
  -9	17	-8
CC(C)N=c1ccccn1C(=O)c1cccc(NC(=O)C(C)(C)C)c1
  ·	-7	-6
COCCn1c(=NC(=O)c2ccc3ncsc3c2)sc2ccccc21
  ·	4	-6
O=C(CCC(=O)N1CCc2ccccc2C1)N1CCOCC1
  1	0	2
CNC(=O)[C@@H]1C[C@@H](N)CN1C(=O)c1ccc(-n2cccc2)cc1
  -6	·	-4
O=S(=O)(c1ccc(Cl)c(C(F)(F)F)c1)N1CCN(CCc2ccncc2)CC1
  ·	12	-6
CN(C)S(=O)(=O)c1ccc(S(=O)(=O)Nc2ccc(OC(F)F)cc2)cc1
  ·	2&1	-10&-7
CC(=O)Nc1ccc(Nc2nc(-c3c(C)nc4cc(C)ccn34)cs2)cc1
  -7	-15	-1
CC(C)(C)NC(=O)NC1CCN(c2ccccc2C(=O)NC2CCCc3ccccc32)CC1 (stereo not given)
  -4	-2	-2
O=C(NC1CC(=O)N(C2CCCCCC2)C1)c1ccc2n[nH]nc2c1 (stereo not given)
  ·	11	-5
COc1ccc(N2CCCn3c2nc2c3c(=O)n(CCCO)c(=O)n2C)cc1
  -3	·	-3

# A portion from the list above, for reference:
# Order of results: mcGAS inh	NPYLR7 agonist	hcGAS lum
CN(C)S(=O)(=O)c1ccc(S(=O)(=O)Nc2ccc(OC(F)F)cc2)cc1
  ·	2&1	-10&-7
CC(=O)Nc1ccc(Nc2nc(-c3c(C)nc4cc(C)ccn34)cs2)cc1
  -7	-15	-1
CC(C)(C)NC(=O)NC1CCN(c2ccccc2C(=O)NC2CCCc3ccccc32)CC1 (stereo not given)
  -4	-2	-2
O=C(NC1CC(=O)N(C2CCCCCC2)C1)c1ccc2n[nH]nc2c1 (stereo not given)
  ·	11	-5
COc1ccc(N2CCCn3c2nc2c3c(=O)n(CCCO)c(=O)n2C)cc1
  -3	·	-3

# The listing picks up, starting 2 compounds before the break.
# Order of results: mcGAS inh	NPYLR7 agonist	hcGAS lum
O=C(NC1CC(=O)N(C2CCCCCC2)C1)c1ccc2n[nH]nc2c1 (stereo not given)
  ·	11	-5
COc1ccc(N2CCCn3c2nc2c3c(=O)n(CCCO)c(=O)n2C)cc1
  -3	·	-3
O=c1c2ccccc2[nH]c2ncccc12
  3	4	5
O=C(Nc1cc2c(cc1Br)OCCO2)c1cccc(Br)c1
  -7	1	-5
O=C(c1cccc(OC(F)F)c1)N1CCOC(COCc2ccccc2F)C1 (stereo not given)
  -9	4	-7
COc1ccc(CCNC(=O)C(C2CCCC2)N2CCN(C(=O)c3ccc(Cl)cc3Cl)CC2)cc1 (stereo not given)
  1	1	-2
CCC(=O)NCc1ccccc1-c1cc(N)nc2[nH]ccc12
  -1	-2	0
COc1ccccc1C1CC(c2cccc(F)c2)=NN1C(=O)CN1CCOCC1 (stereo not given)
  -6	1	-6
CC(=O)c1c[nH]c(C(=O)O)c1
  0	-2	1
CCC1COCCN1C(=O)Nc1cc(C(C)(C)C)on1 (stereo not given)
  -9	10	-10
COc1cccc(-n2c3c(c(=S)[nH]c2=O)CCC3)c1
  -7	1	-8
CC(=O)Nc1ccc(N=CC(C#N)c2nc(C3CC3)cs2)cc1 (stereo not given)
  -8	11	-8
CN(Cc1ccccc1)S(=O)(=O)c1ccc(-c2nc(C#N)c(NCc3ccccc3)o2)cc1
  -9	-1	-8
Cc1ccccc1Cn1ccnc1CN(C(=O)c1ccco1)C1CC1
  -5	27	-9
Cc1ccccc1S(=O)(=O)NC(=O)C1(C)CCN1C(=O)Cc1ccc(C(C)C)cc1 (stereo not given)
  ·	5	-9
COc1cc(OC)nc(Nc2nc(C(N)Cc3ccc(N)cc3)cs2)n1 (stereo not given)
  -7	-7	-4
COc1ccc(C(=O)NC(C(=O)NC2CC2)C2CCN(C(=O)c3cccc(Br)c3)CC2)cc1 (stereo not given)
  -3	3	-5
Cc1ccc(C(=O)N(C)C2CCCCC2)c(C2CCNCC2)n1
  ·	11	-6
CC(=O)c1ccc(N2CCN(C(=O)CSc3ccc(F)c(F)c3)CC2)cc1
  ·	1	-9
Cc1cc(C)c2c(n1)nn1c(NC(C)c3ccccc3)cc(C)nc21 (stereo not given)
  -11	8	-10
Cc1nc(C(C)NC2CCN(S(C)(=O)=O)CC2)n[nH]1 (stereo not given)
  ·	-6	-4
Cc1cn2c3c(=O)n(Cc4ccccc4)c(=O)n(C)c3nc2n1CCO
  ·	0	-3
Cc1ccc(Oc2ccc(Cl)cc2NC(=O)C2=COCCO2)cc1
  ·	-1	2
CSc1nc(C(=O)N2CCCC(Cn3cc(C(C)(C)C)nn3)C2)cs1 (stereo not given)
  -13	-2	1
CCC1(c2ccccc2)NC(=O)N(CC(=O)NC2CCSc3ccccc32)C1=O (stereo not given)
  ·	-1	-6
CC(=O)N1c2ccccc2C(=O)OC1c1sc(Cl)c(Cl)c1Cl (stereo not given)
  -7	1	-6
CC(C(N)=O)n1cc(-c2ccnc3c2ccn3C)cn1 (stereo not given)
  -12	·	-3
Cc1nc2ccccc2nc1Cn1ccccc1=O
  ·	0	-3
Cc1cc(C)cc(CSc2nnc(NC(=O)C(C)Cl)s2)c1 (stereo not given)
  -3	29	-9
CC(=O)N(C1CC(C)C(C#N)(C#N)C1(C#N)C#N)N(C)C (stereo not given)
  ·	0	-4
C#CCn1c(=NC(=O)c2ccnn2CC)sc2cc(S(C)(=O)=O)ccc21
  1	7	3
COc1ccc(C(=O)N2CCN(CC(OCc3ccc(C#N)cc3)c3cccc(N4CCCC4)c3)CC2)c(OC)c1 (stereo not given)
  -9	3	-11
Cc1nc(N2CCC(C(=O)NCC3CCN(C4CCCC4)CC3)CC2)nc2ccc(C(C)C)cc12
  -3	3	-1
C=CCNCC(=O)N1CCc2sccc2C1COc1ccc(Cl)cc1 (stereo not given)
  ·	23	0
COCC(=O)N(Cc1cccc(F)c1)Cc1cc(NC(=O)c2ccccc2Cl)ccc1N(C)C
  -8	0	-8
Cc1ccc(-c2nc(N3CCC(CO)CC3)ncc2-c2ccc(CO)cc2)cc1
  -1	1	-4
Fc1ccc(-c2nnc(CON=Cc3ccc(Cl)c(Cl)c3)o2)cc1
  ·	26	-10
Fc1ccccc1Nc1nc(-c2cccc(Br)c2)nc2ccccc12
  -5	28	-8
Cc1n[nH]c(C)c1CN(C)C(=O)C1(N2C[C@@H](C)O[C@@H](C)C2)Cc2ccccc2C1
  ·	6	-11
Cc1c(C(=O)NCc2ccc(C(C)C)cc2)sc(=O)n1Cc1cccc(F)c1
  ·	1	-8
O=C(CSCc1cc(=O)[nH]c(=O)[nH]1)Nc1ccc(Cl)cc1
  ·	3	-2
CCc1nc2c(OCc3ccccc3C)cccn2c1N(C)C(=O)C(C)C
  -2	-2	-3
Cc1nc(-c2coc3cc(O)ccc3c2=O)cs1
  ·	-6	1
COCCNC(=O)c1nnn(-c2ccccc2)c1CSc1nc(C)cc(C)n1
  -10	-1	-11
COc1cc(N=c2scc(-c3ccccc3)n2-c2ccc(NC(=O)OC(C)(C)C)cc2)cc(OC)c1
  -2	-6	-3
Cn1nnnc1SCCNC(=O)c1cnn2ccn(C)c12
  -12	·	-9
O=C(CCc1csc(NC(=O)c2ccc[nH]c2=O)n1)NCC1CCCO1 (stereo not given)
  -15	-10	-5
Cc1ccccc1COC1CCCN(C(=O)CCc2ccccc2)C1 (stereo not given)
  -4	-9	-4
S=C(NCc1ccc(Cl)cc1)c1ccc2c(c1)OCO2
  ·	-3	-4
C=C(C)Cn1c(N2CCN(Cc3cccc(Cl)c3)CC2)nc2c1c(=O)[nH]c(=O)n2C
  ·	-1	-7
COCCn1cc(NC(=O)NCCc2ccc(F)cc2)c2ccccc21
  ·	13	-12
Cc1cccc(C)c1OCc1cc(C(=O)N(C)Cc2n[nH]c3c2CCCC3)no1
  -13	14	-4

# (next part)
# Order of results: mcGAS inh	NPYLR7 agonist	hcGAS lum
Cc1ccc(-c2nc(CN3CCC(=O)N(C)c4cc(F)ccc43)cs2)o1
  ·	18	-10
CC(C)=CCN1CCNC(=O)C1CC(=O)N1CCN(c2ccccc2)C(=O)C1 (stereo not given)
  -22	-1	2
N#Cc1c(NC(=O)CCN2C(=O)c3ccccc3C2=O)sc2c1CCCC2
  -3	-1	-5
Cc1nc(S(=O)(=O)NCCC(=O)NC(C)CCC(C)C)cn1C (stereo not given)
  ·	11	9
C=CCn1cc(CNC(C)C2=CCCCC2)c(C)n1 (stereo not given)
  ·	3	-3
CC(=O)C(C(=O)Nc1ccc(F)cc1)C(c1ccc2ccccc2c1)C(C#N)C#N (stereo not given)
  -9	2	-6
COc1cc2c(cc1CN1CCCN(C(=O)c3ccco3)CC1)OCO2
  -16	7	-7
O=C(O)c1cc(-c2cccc(O)c2)nc2nc(-c3ccccc3)[nH]c12
  -5	2	6
CCOC(=O)c1nn(-c2ccc(C)cc2)c(=O)cc1NCc1ccc(OC)cc1
  ·	8	4
CCOc1ccc(-n2nnnc2CNS(=O)(=O)c2ccc(OC)c(OC)c2)cc1
  -8	1	-6
COc1ccc2cc(CN(C)CCC(=O)NC3CCCCC3)ccc2c1
  ·	3	-4
CC(C)(O)C#Cc1ccc(C(=O)NCCC2COc3ccccc3O2)o1 (stereo not given)
  ·	16	-4
CCN(CCn1cccn1)Cc1nc(-c2ccccn2)no1
  ·	1&-5	-10&-3
COc1ccccc1-c1ccc(N2CCCC(C(=O)Nc3ccccc3C(N)=O)C2)nn1 (stereo not given)
  -6	-9	-4
Cc1cc(C(=O)Nc2nc(C)c(-c3nccn3C(F)F)s2)c(C)o1
  -7	5	-9
COc1ccc2[nH]c(C(=O)O)c(CCN3C(=O)c4cccc([N+](=O)[O-])c4C3=O)c2c1
  -6	-5	-1
Fc1ccc(-n2c(Cc3ccccc3)n[nH]c2=S)cc1
  -7	-7	-3
C=CCO[C@H]1[C@H](NC(=O)C2CC2)c2ccccc2C12CCN(C(=O)c1n[nH]c(=O)c3ccccc13)CC2
  ·	14	-11
O=C(CSc1nc2ccccc2[nH]1)N/N=C\c1cccc(Oc2ccccc2)c1
  1	-11	-2
COC(=O)C1=C(C)N(C)C(C)=C(C(=O)OC)C1c1cccc(C(F)(F)F)c1
  -7	-1	-3
COc1ccc(OC)c(C(C)=NNc2nc(C)cc(=O)[nH]2)c1
  -4	4	-8
O=C(NCCn1ncc2c(=O)n(Cc3ccccc3)cnc21)c1cc(-c2cccs2)[nH]n1
  -7	-5	-3
Cc1ccsc1[C@@H]1CCN(C(=O)Cn2c(=O)oc3ccccc32)C[C@H]1O
  ·	-2	-5
CCCCN(CCC(=O)N1CCN(c2ccccc2F)CC1)c1nc(Cc2cccc(OC)c2)ns1
  -3	-8	-11
CCc1ccc(S(=O)(=O)NCCOc2ccc(-c3ccc(C)cc3)nn2)cc1
  0	-10	0
CC(=O)Nc1ccc(S(=O)(=O)NCCC(=O)N2CCc3ccccc3C2)cc1
  ·	-7	7
COc1ccccc1C(CC(=O)O)c1ccco1 (stereo not given)
  ·	-4	-5
O=C(COc1cccc(Cl)c1)NCCCOc1cccc([N+](=O)[O-])c1
  -4	-7	-3
COc1ccc(-n2cc(C(=O)c3cc(F)ccc3O)cc(C#N)c2=O)cc1OC
  ·	3	-3
COCCCN(Cc1nc2sc(C)c(C)c2c(=O)[nH]1)CC(O)c1ccccc1 (stereo not given)
  -4	19	-4
Cc1nc(N2CCCCCCC2)ncc1C(C)NC(=O)c1c(C)noc1C (stereo not given)
  ·	4	-4
COCc1cc(N2CCN(c3cccc(C(F)(F)F)c3)CC2)nc(SCc2cccc(C(=O)NC3CC3)c2)n1
  -3	7	-7
COC(=O)CN1CCN(c2nc(C)c(C)s2)CC1
  ·	-1	18
O=C(CN1CCCCCC1)NCCCC1CCOC1 (stereo not given)
  -13	·	-6
CCN(CC)S(=O)(=O)c1ccc(NC(=O)CCl)cc1
  -6	-7	-8
C=C(C)CNC(=O)c1cncn1-c1ccc(-c2cc(C)cc(C)c2)cc1
  -6	-2	-3
CC1=NOC(Cc2cccc(F)c2)C(=O)N1Cc1c(C)noc1C (stereo not given)
  ·	14	-9
OCC1(Cc2cccc(C(F)(F)F)c2)CCN(Cc2ccccn2)CC1
  ·	2	-3
O=S(=O)(NCc1nc(CCc2ccccc2)n[nH]1)c1cccs1
  ·	11	-3
CCC(C)NC(=O)c1cc2c(s1)CS(=O)(=O)C2 (stereo not given)
  -3	10	-3
